# phage Ecoli inh – growth loss of phage-infected E. coli, primary screen, RecBCD inhibitor project, absorbance, with phage, HTS; AID 651602, 2012; 0.26% of 360,000 active; inhibition, % at 11.9 µM; in the data active = inhibition above about 11%
# Mot1-301 SUMO – yeast Mot1-301 growth rescue at high temperature, primary screen, SUMOylation pathway inhibitor project, S. cerevisiae, ATP luminescence, 38.5C. S. cerevisiae Mot1-301 growth rescue; percent above DMSO median, 100 means doubled. growth rescue, % at 18.8 µM. 1% of 320,000 active. AID 2716, 2010;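 active = every valid replicate shows activation above 250% relative to neutral control wells; inactive = the rest, any valid replicate at or below 250%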;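 note: OY570 slx delta 5 strain wells were the positive control but not used for scaling; some compounds called inactive have numbers as strong as hits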
# Ecoli viability – E. coli V3065 growth inhibition, primary screen, counter-screen for AddAB inhibitor project, absorbance, OD600; AID 449728, 2010; 0.27% of 330,000 active; 18 h; inhibition, % at 11.9 µM;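 active = inhibition above the campaign's mean inhibition across all tested compounds plus 3 SD, cut at about 9.9% in these data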;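 note: uninfected addAB+ strain grown without phage in ampicillin broth; 0% = DMSO wells and 100% = ciprofloxacin 0.95 µg/ml wells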
# PKA-R1A activ – activators of PKA-R1A holoenzyme, primary screen, biochemical, fluorescence polarization, Cy5-IP20, bovine R1A, mouse PKAc; PKA-R1A dissociation; scaled: DMSO 0%, 113 µM cGMP 100%; activation, % at 11.4 µM; 0.083% of 340,000 active; AID 504707, 2011;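 active = percent activation above the mean of all tested compounds plus 3 SD, cut at about 19% in these data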;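 note: higher means more PKAc released from R1A so a rise in polarization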
# MOR-DOR ag – agonists of OPRM1-OPRD1 heterodimerization, primary screen, cell-based, luminescence. activation, % at 9.3 µM. 0.3% of 340,000 active. Mu-type opioid receptor (Homo sapiens) + Delta-type opioid receptor (Homo sapiens), …. cells. AID 504326, 2011; in the data active = activation above about 18%;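 note: 0% = vehicle-treated cells and 100% = reference agonist; values of inactives mirror those of a sister screen read the other way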
# OPRM1-OPRD1 inv – inverse agonists of MOR-DOR heterodimerization, primary screen, cell-based, luminescence. cell-based MOR-DOR heterodimer luminescence, inverse agonism. inhibition, % at 9.3 µM. 0.21% of 340,000 active; in the data active = inhibition above about 22%, passing the limit was not always enough;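 note: 0% = cells with DMSO and 100% = wells without cells with DMSO; values of inactives mirror those of a sister screen read the other way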
# AddAB inh – growth inhibition of E. coli expressing H. pylori AddAB, primary screen, AddAB inhibitor project, absorbance; inhibition, % at 11.9 µM; AID 435030, 2010; 0.29% of 330,000 active; in the data active = inhibition above about 12%;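 note: 0% = vehicle wells of infected cells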
# PfHsp90 yeast 2 – growth inhibition of PfHsp90-expressing yeast, primary screen, antimalarial PfHsp90 inhibitor project, S. cerevisiae, BacTiter-Glo luminescence, single point, set 2. BacTiter-Glo ATP, 48 h; yeast lacking PDR1 and PDR3 efflux regulators. inhibition, % at 9.4 µM. 0.32% of 310,000 active;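 active = every replicate shows inhibition above about 80%, whatever the replicate mean, limit read from the data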;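 note: 0% = DMSO neutral controls and 100% = 20 µM radicicol positive controls; yeast relying on Plasmodium falciparum Hsp90 in place of its own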
# HTR5A inv ctr – HTR5A inverse agonists in luminescence cell assay, primary screen, counter-screen for OPRM1-OPRD1 heterodimer inverse agonist project, full-deck HTS | 0.083% of 340,000 active | 5-hydroxytryptamine receptor 5A (Homo sapiens), P47898 | inhibition, % at 9.3 µM | HTR5A cell line, inverse agonism; in the data active = inhibition mostly above about 23%, no sharp cut-off; inactive = mostly below about 18%;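 note: 0% = cells with DMSO and 100% = no-cell wells with DMSO; some compounds called inactive have numbers as strong as hits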
# Target sequence (P47898 whole entry, looked up): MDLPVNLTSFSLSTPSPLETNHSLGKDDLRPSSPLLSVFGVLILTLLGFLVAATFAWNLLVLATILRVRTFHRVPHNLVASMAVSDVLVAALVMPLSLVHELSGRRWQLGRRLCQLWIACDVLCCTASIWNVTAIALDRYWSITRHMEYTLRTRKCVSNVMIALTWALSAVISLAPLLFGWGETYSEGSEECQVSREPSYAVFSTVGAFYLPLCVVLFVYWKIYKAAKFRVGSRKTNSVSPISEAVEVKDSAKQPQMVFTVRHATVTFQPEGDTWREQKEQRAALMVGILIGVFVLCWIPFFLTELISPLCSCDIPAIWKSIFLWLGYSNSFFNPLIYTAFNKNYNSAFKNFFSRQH
# PKA-R2B act – activators of PKA-R2B holoenzyme, primary screen, biochemical, fluorescence polarization, Cy5-IP20, human; cAMP-dependent protein kinase catalytic subunit beta (Homo sapiens) + cAMP-dependent …; PKA-R2B holoenzyme dissociation; R2B truncated from residue 108, S112A mutant; 0% DMSO only, 100% 113 µM cGMP; activation, % at 11.4 µM; 0.079% of 340,000 active; AID 504700, 2011;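 active = activation above a cutoff set at the mean over all compounds plus 3 SD, cut at about 18% in these data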;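 note: higher means more holoenzyme dissociation and a rise in polarization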
# Target sequence (P31323 whole entry, looked up, other chains not shown, the tested form may be a part): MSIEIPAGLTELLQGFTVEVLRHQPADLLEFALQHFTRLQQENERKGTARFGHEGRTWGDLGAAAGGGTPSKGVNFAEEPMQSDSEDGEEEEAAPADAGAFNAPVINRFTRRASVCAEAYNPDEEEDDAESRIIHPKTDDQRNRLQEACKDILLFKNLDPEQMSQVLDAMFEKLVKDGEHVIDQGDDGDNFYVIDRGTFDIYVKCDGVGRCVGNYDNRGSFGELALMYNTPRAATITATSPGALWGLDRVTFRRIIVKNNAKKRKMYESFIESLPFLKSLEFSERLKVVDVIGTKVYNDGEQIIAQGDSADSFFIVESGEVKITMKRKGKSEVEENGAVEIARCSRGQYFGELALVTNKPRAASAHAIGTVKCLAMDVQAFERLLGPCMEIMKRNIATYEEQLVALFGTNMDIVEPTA
# Tat transport – E. coli Tat export inhibitors, primary screen, MC4100, TorA-mCherry reporter, fluorescence, single point; inhibition, % at 10 µM; 0.036% of 340,000 active;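 active = mean replicate inhibition at least 50% and at least half of replicates individually reaching 50%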;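 note: exported cargo escapes ClpAP degradation while cytoplasmic cargo is degraded and loses fluorescence; 0% = median of neutral control wells and 100% = median of NaSCN control wells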
# An asterisk follows results filed as active; / = no result given.
SMILES,phage Ecoli inh,Mot1-301 SUMO,Ecoli viability,PKA-R1A activ,MOR-DOR ag,OPRM1-OPRD1 inv,AddAB inh,PfHsp90 yeast 2,HTR5A inv ctr,PKA-R2B act,Tat transport
CC1CCCN(CCCNC(=O)c2ccc3c(c2)N(Cc2ccccc2F)C(=O)c2ccccc2S3(=O)=O)C1 (stereo unspecified),1.8,-4,-3.4,-2,1.6,-8,0.0,-9,6,2,-1
CCCCC(=O)OC1CCC2C3CCc4cc(O)ccc4C3CCC12C (stereo unspecified),3.0,/,/,-12,16,-87,/,-2,-17,0,1
O=C(CNS(=O)(=O)c1ccc(Br)s1)NCc1ccc(F)cc1,1.8,-3,-0.5,2,0.3,-2,1.1,-5,-11,2,-1
CNC(=O)CSc1nc2nn(-c3ccccc3)c(=O)c-2c2n1CCCCC2,/,5,-1.6,-1,-1.1,6,0.6,-4,-31,4,-3
S=c1[nH]c2cc(-c3ccccc3)ccc2o1,1.5,257,0.0,8,-1.5,8,0.1,-79,12,1,-1
CCOCCCNC(=O)C1CCN(S(=O)(=O)N2CCCCC2)CC1,1.7,52,-3.1,-19,2.1,-12,-0.8,/,26,-11,1
CCOC(=O)c1ccc(-c2ccc3[nH]c4ccccc4c(=O)c3c2)cc1F,0.5,-8,-0.8,5,-0.7,4,0.1,-14,23,7,-6
Cc1ccc(S(=O)(=O)N2CCC(C(=O)N3CCc4ccccc43)CC2)cc1C,1.4,/,/,1,-1.1,7,/,-7,-12,6,-4
CCOC(=O)N1CCN(C(=O)c2ccccc2NC(=O)c2ccccc2Cl)CC1,0.8,14,-0.9,2,-1.7,9,2.1,-28,16,1,11
O=C(CNC(=O)C12CC3CC(CC(C3)C1)C2)OCc1cc(=O)n2cc(Br)ccc2n1,2.4,-5,0.5,-5,-0.3,2,0.9,-24,-9,1,-5
O=c1c2c(nc3nc(NCc4ccc(Cl)cc4)[nH]n13)CCC2,2.8,26,2.5,6,-2.2,11,6.2,-24,8,2,3
CCn1nc(NC(C)=O)c2cc3cccc(C)c3nc21,2.9,-5,1.4,0,-2.4,12,-1.7,-32,-6,3,5
Cc1noc(C)c1NC(=O)N(C)C[C@@H]1Oc2ccc(NC(=O)Cc3cn(C)c4ccccc34)cc2CC(=O)N([C@H](C)CO)C[C@@H]1C,1.4,-7,-2.4,-3,-1.5,9,3.1,-11,19,1,-1
Cc1ccc(S(=O)(=O)N2CCN(C(=O)c3ccccc3)C2C(C)C)cc1 (stereo unspecified),2.5,279*,-3.4,-7,-2.2,12,-1.4,5,-2,-6,-12
CCOC(=O)c1c(NC(=O)C2C3C=CC(C3)C2C(=O)O)sc2c1CCC(CC)C2 (stereo unspecified),0.9,-11,-2.6,-16,-1.5,8,-0.2,11,17,-20,1
O=c1[nH]c(C2CCN(S(=O)(=O)c3ccccc3C(F)(F)F)CC2)nc2c1nnn2Cc1cccc(F)c1,1.0,71,-0.8,-10,0.3,-3,3.8,-22,-8,-8,18
COc1ccccc1CC(O)CC1c2c(cc3c(c2OC)OCO3)CCN1C (stereo unspecified),-2.0,/,/,-1,1.1,-6,/,28,10,-10,-4
COC(=O)c1sc2nc(SCc3ccccc3C)n(N)c(=O)c2c1C,3.1,-5,-0.9,8,-1.1,8,0.4,-26,-12,-7,0
COc1ccc(OC)c(-c2nnc(SCC(=O)N3CCCc4ccccc43)o2)c1,3.3,-5,-0.4,4,0.0,0,2.6,-8,0,-2,5
O=C1CSC(c2cn(-c3ccccc3)nc2-c2ccccc2)N1Cc1ccco1 (stereo unspecified),2.2,9,1.9,-9,4.6,-26,-0.8,1,3,-7,12
CCOC(=O)C1CCN(C(=O)Cn2nc(C)c3c(C)n(-c4ccccc4)nc3c2=O)CC1,1.9,35,-1.4,5,0.6,-3,0.2,28,-6,2,1
CCOC(=O)c1sc(NC(=O)CCCn2nc([N+](=O)[O-])c(Cl)c2C)c(C(=O)OCC)c1C,7.2,10,1.6,3,-0.3,1,1.4,-5,-12,-6,0
O=C1CC(Nc2cc(=O)[nH]c(=O)[nH]2)C(=O)N1c1ccccc1Cl (stereo unspecified),-1.2,0,2.0,-14,-2.4,13,0.4,-5,-6,-3,2
COc1ccc(N2CCN(C(=O)c3ccc4c(Cl)c5c(nc4c3)CCCC5)CC2)cc1,1.4,8,1.7,-3,1.5,-9,-1.4,-1,-33,7,10
Cc1cc2ncc(S(=O)(=O)c3ccccc3)c(N)n2n1,0.1,-20,-0.8,-9,-2.4,12,0.8,6,-1,8,5
COc1ccc(C(C(=O)NCC2CCCO2)N(C(=O)CNC(=O)c2cccs2)c2ccccc2C)cc1OC (stereo unspecified),2.3,-1,-2.8,-6,-3.3,19,-0.7,0,-6,-4,0
O=C(Nc1ccccn1)c1cccc(S(=O)(=O)N2CCCCC2)c1,3.7,-20,0.6,-17,-2.3,10,4.6,5,-5,-7,-6
CC1CN(C(=S)c2cccc([N+](=O)[O-])c2)CC(C)O1 (stereo unspecified),/,-2,1.1,-2,0.0,0,1.1,-80,-3,-1,-4
O=C(CNC(=O)c1ccc(Br)o1)Nc1ccc(F)c(S(=O)(=O)N2CCOCC2)c1,0.8,/,/,-1,-4.5,22,/,-9,-7,0,0
O=[N+]([O-])c1ccc(Nc2ccccc2)nc1,2.0,10,3.7,-3,0.6,-3,6.3,5,-6,3,6

# Printed as active in Mot1-301 SUMO, among the entries above:
SMILES	phage Ecoli inh	Mot1-301 SUMO	PKA-R1A activ	MOR-DOR ag	OPRM1-OPRD1 inv	PKA-R2B act	Tat transport
Cc1ccc(S(=O)(=O)N2CCN(C(=O)c3ccccc3)C2C(C)C)cc1 (stereo unspecified)	2.5	279*	-7	-2.2	12	-6	-12

# Later entries.
SMILES,phage Ecoli inh,Mot1-301 SUMO,Ecoli viability,PKA-R1A activ,MOR-DOR ag,OPRM1-OPRD1 inv,AddAB inh,PfHsp90 yeast 2,HTR5A inv ctr,PKA-R2B act,Tat transport
Cc1ccccc1/C=C1\SC(=S)N(/N=C/c2cc([N+](=O)[O-])ccc2O)C1=O,6.3,553,4.0,-14,3.2,-23,4.5,-23,-20,-14,-5
COc1ccc(/C=C/C(=O)Oc2ccc(/C=N/NC(=O)COc3c(C)cccc3C)cc2)cc1,1.5,22,-1.1,-8,0.7,-4,-0.5,10,6,-1,-7
Nc1c(C(=O)Nc2nc3ccccc3s2)sc2nc(-c3cccs3)ccc12,/,0,-2.5,5,1.9,-10,3.4,-23,-19,-2,0
COc1cccc(C(=O)NCCS(=O)(=O)N2CCC3(CC2)OCCO3)c1,0.5,-11,-1.8,5,-1.3,8,-0.2,-23,-6,5,7
Cc1cc(C)c2[nH]c(=O)c(C(c3nnnn3Cc3ccc4c(c3)OCO4)N3CCCCC3)cc2c1 (stereo unspecified),0.3,-1,-0.2,-3,-2.4,11,2.2,-25,0,5,3
COc1cccc(CCNC(=O)c2cccc(NC(=O)C3=C(C)OCCS3)c2)c1,4.0,12,4.0,-7,-1.8,10,5.4,-8,6,13,6
O=C(Nc1ccccc1)N(CCCN1CCOCC1)Cc1ccccc1F,2.2,/,2.3,2,-0.7,4,4.2,-17,6,2,-8
COC(=O)CSC1=C(C#N)C(c2cccc(OC)c2)CC(=O)N1 (stereo unspecified),2.5,-3,2.0,-3,-1.7,9,-0.2,-13,-8,-9,3
COc1ccc(OC)c2sc(N3CCN(c4ccccc4)CC3)nc12,0.2,7,1.7,-9,0.4,-2,1.1,-82,-19,10,-7
CC[C@]12c3[nH]c4cc(-c5ccco5)ccc4c3CCN1C(=O)[C@@H](CC(=O)NCCCOC)C[C@@H]2C(=O)N1CCN(C(=O)c2ccco2)CC1,2.0,/,0.7,2,-2.8,14,-1.5,-22,-4,-6,2
CCOC(=O)C1=C(C)NC(=O)NC1c1cccs1 (stereo unspecified),3.9,10,2.5,1,-2.6,13,-0.5,-10,-1,-5,4
COc1ccccc1C(=O)N1CCN(Cc2c[nH]c3ccccc23)CC1,-1.5,-14,-2.7,-1,-2.4,11,-1.4,-4,1,8,0
Cc1ccc(NC(=O)CSc2nc(C)c(Cc3ccccc3)c(=O)[nH]2)cc1,3.4,-13,-1.3,-1,-2.2,12,0.5,4,-1,-12,-7
COc1cc(CNC(C)C)ccc1OCC(=O)Nc1cccc2ccccc12,0.9,5,0.7,-11,0.7,-4,-0.1,11,-26,-8,-1
O=C(Nc1cccnc1)C1CC(c2ccc(Cl)c(Cl)c2)=NO1 (stereo unspecified),2.3,-14,1.9,-12,2.1,-13,3.8,7,15,3,10
COC(=O)c1ccc(CN2C(=O)c3ccccc3S2(=O)=O)cc1,4.3,-2,0.6,-9,0.2,-1,0.0,/,3,3,2
CCOc1ccc(N2C(=O)CC(NC3CCN(C(=O)c4cccc(Cl)c4)CC3)C2=O)cc1 (stereo unspecified),-0.4,90,-0.4,-4,-3.1,17,-1.0,1,2,3,-1
Cc1cc(S(=O)(=O)N2CCCC2)ccc1OCC(=O)Nc1ccc(C(N)=O)cc1,1.7,-5,2.8,-2,-2.6,10,2.7,-14,8,-3,9
Cn1c(=O)[nH]c(=O)c2c1ncn2CCN1CCCCC1,2.5,-2,0.9,1,/,/,2.9,3,/,-12,3
COc1ccc(C(=O)NCC(=O)N2CCN(c3ccccc3)CC2)cc1,2.3,63,-2.1,-2,-1.6,9,3.6,-29,3,5,-1

# Reformatted: entries from further up
# Each structure is followed by: phage Ecoli inh | Mot1-301 SUMO | Ecoli viability | PKA-R1A activ | MOR-DOR ag | OPRM1-OPRD1 inv | AddAB inh | PfHsp90 yeast 2 | HTR5A inv ctr | PKA-R2B act | Tat transport
CCOc1ccc(N2C(=O)CC(NC3CCN(C(=O)c4cccc(Cl)c4)CC3)C2=O)cc1 (stereo unspecified)
 : -0.4 | 90 | -0.4 | -4 | -3.1 | 17 | -1.0 | 1 | 2 | 3 | -1
O=C1CSC(c2cn(-c3ccccc3)nc2-c2ccccc2)N1Cc1ccco1 (stereo unspecified)
 : 2.2 | 9 | 1.9 | -9 | 4.6 | -26 | -0.8 | 1 | 3 | -7 | 12
COC(=O)c1ccc(CN2C(=O)c3ccccc3S2(=O)=O)cc1
 : 4.3 | -2 | 0.6 | -9 | 0.2 | -1 | 0.0 | / | 3 | 3 | 2
